HIV peptide binding: inhibitors of HIV fusion peptide binding, primary screen, biochemical, uHTS, fluorescence dequenching (AID 1986); cell-free peptide binding, fluorescence dequenching, 30 min; higher % means a stronger effect; one-dose inhibition, % at 20 µM; IC50 in µM for titrated hits; 290,000 compounds, 0.3% hits; in the data active = inhibition mostly above about 52%, no sharp cut-off; inactive = mostly below about 76%; note: some results filed as inactive read as strong as hits
XIAP antagonists: small molecules displacing peptide from XIAP – biochemical, IAP family, fluorescence polarization (AID 1018) | 200,000 compounds, 0.007% hits | one-dose displacement, % at 20 µM; IC50 in µM for titrated hits | XIAP BIR domain, fluorescence polarization peptide displacement; higher % means a stronger effect; in the data active = displacement above about 50%; note: a part of the inactive calls stands beside numbers as strong as those of hits
LYP inhibition: PTPN22 lymphoid phosphatase activity blockers – biochemical, fluorescence intensity, uHTS (AID 1779). recombinant LYP phosphatase, fluorescence intensity; higher % means a stronger effect. one-dose inhibition, % at 11.5 µM; IC50 in µM for titrated hits. 290,000 compounds, 0.054% hits;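 note: plate controls were vehicle with enzyme for no effect and no enzyme for full effect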
AID2073: inhibitors of Mint1-CaV2.2 protein interaction, biochemical, HTRF (AID 2073); HTRF protein-protein interaction, Mint1-CaV2.2; higher % means a stronger effect; inhibition, % at 20 µM; hits with a dose series show IC50 in µM; 290,000 compounds, 0.19% hits; in the data active = inhibition mostly above about 51%, no sharp cut-off; inconclusive = no clear call, values can overlap the other calls; inactive = mostly below about 53%; note: some results filed as inactive read as strong as hits
Siah-1 displacement: blockers of Siah-1 interaction with plectin peptide – biochemical, fluorescence polarization, rhodamine-plectin, uHTS, primary screen (AID 1817). 290,000 compounds, 0.02% hits. displacement, % at 20 µM, or IC50 in µM where a hit was titrated. Siah-1 / rhodamine-plectin peptide fluorescence polarization; higher % means a stronger effect;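 active = displacement of at least 50% at 20 µM, with a fluorescence ratio check between 0.3 and a set limit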;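 note: plate controls were Siah plus tracer with DMSO for no effect and tracer alone without Siah for full effect; strong numbers were not always called active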
HEK293 NOD2/NF-kB: inhibition of NOD2-driven NF-kB reporter – cell-based, luminescence, uHTS, HEK293 (AID 1566); HEK293 NOD2/NF-kB luciferase reporter, luminescence; higher % means a stronger effect; inhibition, % at 4 µM, or EC50 in µM where a hit was titrated; 290,000 compounds, 0.63% hits; note: many of its hits are not listed in these tables
Lipid droplet: modulators of hepatic lipid droplet formation; inhibition, % at 6.5 µM; AML12 mouse hepatocytes, oleate lipid droplets, BODIPY imaging; 240,000 compounds, 0.4% hits; AID 1656;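 active = lipid droplet intensity inhibited by at least 50%, with more than 500 cells counted; inconclusive = wells with under 300 cells, treated as cytotoxic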
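Material: mouse AML12 hepatocyte cell line, fixed after treatment; Timing: compound with oleate, overnight; Technique: high-content imaging of BODIPY-stained droplets and DAPI nuclei; Probe or stimulus: oleate, 100 µM final; Dosing: compound at 6.5 µM only.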
Myeloid diff MLP: myeloid differentiation induction. calls only at 10 µM. AID 624256. ER-HoxA9 myeloid progenitors, lysozyme-GFP differentiation, flow cytometry. 360,000 compounds, 1% hits;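 active = normalized GFP-positive differentiation at or above the plate's own cutoff, the solvent-only control mean plus 3 SD; inconclusive = no clear call, values can overlap the other calls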;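 note: cells exposed to compound for four days before flow analysis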
NS5 inhibitors: Dengue-2 NS5 methyltransferase inhibitors, primary screen, biochemical, confirmation dose response (AID 588689); Dengue-2 NS5 methyltransferase capping enzyme assay, biochemical; higher % means a stronger effect; one-dose inhibition, % at 25 µM; IC50 in µM for titrated hits; 340,000 compounds, 0.3% hits; in the data active = a potency from the dose series; inconclusive = inhibition above about 29% without an active follow-up result
Lipid droplet cells 6.5 µM: second read-out of Lipid droplet, no call of its own (marks repeat the call); cell count; measured here: cell count, cytotoxicity flag;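 cells counted across two imaged fields per well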
Myeloid diff MLP GFP+ MAC1+ %: also measured in Myeloid diff MLP; calls as there; GFP+ MAC1+ double positive, %; measured here: differentiation confirmed by MAC1 staining
* = called active by the depositor; i = inactive; u = inconclusive; x = no result given. Cut-off read from the data, not from the text of the source, unless noted: active = inhibition above about 50%; inactive = the rest. These rows are one share of the data; rates above refer to the full screens.

SMILES	HIV peptide binding	XIAP antagonists	LYP inhibition	AID2073	Siah-1 displacement	HEK293 NOD2/NF-kB	Lipid droplet	Lipid droplet cells 6.5 µM	Myeloid diff MLP	Myeloid diff MLP GFP+ MAC1+ %	NS5 inhibitors
Nc1nc(SCc2nc3scc(-c4cccs4)c3c(=O)[nH]2)n[nH]1	0.1%	-1.7%	-3%	-10%	-9%	-4%	-25	675	i	0.6	0%
CCn1cc(C(=O)Nc2ccc3c(c2)OCCO3)c2cc(OC)c(OC)cc2c1=O	-3.8%	-3.8%	-7%	-4%	-1%	10%	x	x	i	2.4	-3%
O=C(CC1C(=O)NCCN1Cc1ccccc1C(F)(F)F)NCCc1ccccn1 (centres undefined)	3.8%	-7.5%	-5%	0%	4%	-12%	-2	706	i	0.1	15%
C#CCN1c2ccccc2Sc2cccnc21	-1.2%	x	-1%	5%	4%	10%	x	x	i	1.0	3%
CC(C)c1cc(-c2cc(-c3ccc(Cl)cc3)on2)nc(NCC2CC2)n1	-0.9%	x	-3%	0%	3%	29%	x	x	i	2.2	-3%
O=[N+]([O-])c1cccc(/C=N/NC2CCS(=O)(=O)C2)c1 (centres undefined)	1.9%	x	-9%	-11%	3%	11%	18	735	i	0.2	-8%
Cc1nc(-c2coc3cc(OCC(=O)O)ccc3c2=O)cs1	1.1%	-5.4%	-4%	12%	-2%	4%	x	x	i	5.4	5%
Cc1c(C(=O)N2CCCC2)c(S(=O)(=O)N2CCN(c3ccccc3F)CC2)c(C)n1C	1.4%	x	-6%	0%	-4%	13%	-2	696	i	1.4	-5%
COc1ccc(N(CC(=O)NC2CCCC2)C(=O)CS(=O)CC(=O)Nc2ccc3c(c2)OCO3)cc1 (centres undefined)	-1.6%	0.0%	-6%	6%	3%	23%	1	738	i	0.5	3%
CC(=O)C1=C(O)C(=O)N(c2cc(C(C)(C)C)on2)C1c1ccc(C(C)C)cc1 (centres undefined)	-0.7%	2.9%	-3%	8%	0%	0%	x	x	i	1.7	95µM*
Cc1nc2c(C(F)(F)F)cccc2c2c1CCS2	-0.9%	-11%	-7%	3%	0%	15%	-6	690	i	0.2	-3%
Cc1ccc(NC(=O)CSc2ncn[nH]2)cc1	1.7%	1.9%	-7%	9%	3%	2%	-3	686	i	0.2	1%
O=C(Cn1sc2ccccc2c1=O)NC12CC3CC(CC(C3)C1)C2	-0.4%	-4.0%	-7%	-2%	-6%	14%	-16	480	i	1.8	-44%
O=C(NCCN1C(=O)S/C(=C/c2cccnc2)C1=O)C1CC(=O)N(Cc2ccccc2)C1 (centres undefined)	-0.6%	-7.3%	-1%	6%	2%	4%	-23	614	i	0.4	-12%
Cn1nc(-c2ccc(N3CCN(CCO)CC3)c([N+](=O)[O-])c2)c2ccccc2c1=O	-0.1%	-9.4%	-6%	3%	-3%	-3%	-17	551	i	0.3	-1%
Nc1sc(-c2ccccc2)c(Cc2ccccc2)c1C(=O)O	2.6%	-8.9%	1%	18%	22%	2%	5	767	i	0.0	9%
Cc1ccc(S(=O)(=O)N/N=C/c2ccc(OCC(=O)Nc3ccccc3Cl)cc2)cc1	1.0%	-3.3%	-2%	26%	-1%	0%	x	x	i	0.7	1%
CCOCC(=O)Nc1ccc(-c2cn3cccnc3n2)cc1	-1.6%	-3.0%	-36%	36%	1%	6%	x	x	i	9.5	-3%
CCCN(CC1COc2ccccc2O1)C(=S)Nc1ccc(C)cc1 (centres undefined)	0.7%	-2.2%	-5%	1%	-1%	-5%	-6	624	i	0.4	-1%
CCN(CC(=O)Nc1cc(Cl)ccc1C)C(=O)CCS(=O)(=O)c1ccc(Cl)cc1	0.5%	x	-9%	-1%	13%	1%	-27	636	i	0.9	-5%
COc1ccc(N(Cc2cc3ccc(C)cc3[nH]c2=O)C(=O)C2CCCO2)cc1 (centres undefined)	-1.1%	x	-4%	5%	12%	17%	-35	637	i	0.5	5%
Cc1ccc(CCNC(=O)C2CCCN(c3nc4ccccc4o3)C2)cc1 (centres undefined)	-1.2%	0.7%	-4%	7%	-1%	-1%	x	x	i	1.8	-6%
CCN(CC)C(=O)n1c(Cc2ccccc2)nc2ccccc21	-0.4%	x	-5%	3%	2%	-1%	-22	810	i	1.1	-4%
CCNc1nc(NC(C)(C)C)nc(SC(C(C)=O)C(C)=O)n1	-1.0%	-2.6%	-29%	-4%	2%	-38%	x	x	i	0.7	-4%
O=C1c2[nH]nc(-c3ccccc3O)c2C(c2ccccc2F)N1Cc1ccco1 (centres undefined)	7.3%	-20%	-3%	31%	-2%	16%	-3	745	i	1.0	-11%
Cc1cccc2sc(NC(=O)[C@@H]3CCCN3C(=O)c3cccs3)nc12	3.2%	-4.3%	-8%	u	-2%	7%	28	629	i	0.3	-1%
CCNC(=S)Nc1cc(-c2ccc(Cl)cc2)[nH]n1	2.0%	-4.6%	1%	-16%	4%	-38%	22	780	i	0.9	1%
COc1ccccc1C(=O)Nc1ccc(Oc2ncnc3sc(-c4ccccc4)cc23)cc1	0.8%	-2.1%	5%	29%	-1%	5%	x	x	i	1.1	-2%
CC(C)NC(=O)C1CCN(C2CCN(C(=O)/C=C/c3cccs3)CC2)CC1	-1.3%	x	-6%	6%	1%	16%	-18	704	i	0.3	4%
CC1Cc2ccccc2N1C(=S)Nc1cccc(S(=O)(=O)N(C)C)c1 (centres undefined)	-0.3%	-7.2%	1%	24%	0%	20%	10	693	i	0.2	-2%
CC(=O)N1CCN(CC(=O)Nc2ccc(C)c(S(=O)(=O)N(C)C)c2)CC1	-0.6%	-7.9%	-7%	-2%	8%	11%	22	692	i	0.2	2%
CCN(c1cccc(C)c1)C(C(=O)Nc1ccc(OC)cc1)c1cc2c(cc1[N+](=O)[O-])OCO2 (centres undefined)	16%	-6.4%	-3%	-11%	-6%	3%	-12	583	i	0.5	1%
Cc1ccccc1C1NS(=O)(=O)N=C1N (centres undefined)	2.6%	0.3%	3%	26%	-1%	-2%	x	x	i	0.9	-3%
CC1(CCC(=O)N2CCCC(N3CCN(c4ccc(F)cc4)CC3)C2)CC1 (centres undefined)	-0.2%	x	-7%	-1%	0%	2%	-4	697	i	0.8	3%
Cc1cc([N+](=O)[O-])nn1Cc1noc(C(=O)NCCCn2ccnc2)n1	2.2%	x	-11%	-5%	-2%	25%	-18	686	i	0.8	3%
CC(=O)c1cc2c(cc1N/C(=N/S(=O)(=O)c1ccc(Br)cc1)c1ccccc1)OCO2	-2.5%	-5.8%	-2%	35%	3%	-6%	2	688	i	2.4	-3%

Part of the list above in order of heavy-atom count, low to high:
SMILES	HIV peptide binding	XIAP antagonists	LYP inhibition	AID2073	Siah-1 displacement	HEK293 NOD2/NF-kB	Lipid droplet	Lipid droplet cells 6.5 µM	Myeloid diff MLP	Myeloid diff MLP GFP+ MAC1+ %	NS5 inhibitors
Cc1ccccc1C1NS(=O)(=O)N=C1N (centres undefined)	2.6%	0.3%	3%	26%	-1%	-2%	x	x	i	0.9	-3%
CCNC(=S)Nc1cc(-c2ccc(Cl)cc2)[nH]n1	2.0%	-4.6%	1%	-16%	4%	-38%	22	780	i	0.9	1%
CCNc1nc(NC(C)(C)C)nc(SC(C(C)=O)C(C)=O)n1	-1.0%	-2.6%	-29%	-4%	2%	-38%	x	x	i	0.7	-4%
CC1Cc2ccccc2N1C(=S)Nc1cccc(S(=O)(=O)N(C)C)c1 (centres undefined)	-0.3%	-7.2%	1%	24%	0%	20%	10	693	i	0.2	-2%
CC(=O)N1CCN(CC(=O)Nc2ccc(C)c(S(=O)(=O)N(C)C)c2)CC1	-0.6%	-7.9%	-7%	-2%	8%	11%	22	692	i	0.2	2%
CC1(CCC(=O)N2CCCC(N3CCN(c4ccc(F)cc4)CC3)C2)CC1 (centres undefined)	-0.2%	x	-7%	-1%	0%	2%	-4	697	i	0.8	3%
O=C1c2[nH]nc(-c3ccccc3O)c2C(c2ccccc2F)N1Cc1ccco1 (centres undefined)	7.3%	-20%	-3%	31%	-2%	16%	-3	745	i	1.0	-11%
CC(=O)c1cc2c(cc1N/C(=N/S(=O)(=O)c1ccc(Br)cc1)c1ccccc1)OCO2	-2.5%	-5.8%	-2%	35%	3%	-6%	2	688	i	2.4	-3%
COc1ccccc1C(=O)Nc1ccc(Oc2ncnc3sc(-c4ccccc4)cc23)cc1	0.8%	-2.1%	5%	29%	-1%	5%	x	x	i	1.1	-2%
CCN(c1cccc(C)c1)C(C(=O)Nc1ccc(OC)cc1)c1cc2c(cc1[N+](=O)[O-])OCO2 (centres undefined)	16%	-6.4%	-3%	-11%	-6%	3%	-12	583	i	0.5	1%

The results go on.
SMILES	HIV peptide binding	XIAP antagonists	LYP inhibition	AID2073	Siah-1 displacement	HEK293 NOD2/NF-kB	Lipid droplet	Lipid droplet cells 6.5 µM	Myeloid diff MLP	Myeloid diff MLP GFP+ MAC1+ %	NS5 inhibitors
CCOc1ccc(S(=O)(=O)N2CCN(C(=O)c3ccco3)CC2)cc1	-1.4%	x	-11%	-2%	-2%	11%	13	823	x	x	2%
CCOC(=O)N1CCN(S(=O)(=O)c2ccc(C(=O)N(CCN(CC)CC)c3nc4c(C)cccc4s3)cc2)CC1	-1.7%	x	-8%	9%	-1%	12%	14	885	i	0.7	-3%
CCCC(c1nnnn1CS(=O)(=O)c1ccc(C)cc1)N1CCN(c2ccc(F)cc2)CC1 (centres undefined)	0.7%	-7.5%	11%	1%	-2%	-9%	-29	706	i	0.1	-7%
Cc1ccc(C(C(=O)NC(C)(C)C)N(C(=O)CCC(=O)Nc2ccccn2)c2ccccc2F)cc1 (centres undefined)	1.5%	x	3%	-7%	1%	-8%	-4	754	i	0.5	7%
COc1ccc(C(=O)NC2CC(C)(C)Cc3c2cnn3-c2ccccc2C)c(OC)c1OC (centres undefined)	-0.6%	x	-3%	9%	-3%	20%	-24	663	i	0.8	5%
Cc1ccc(NC(=O)CN(C)S(=O)(=O)c2cccc3cccnc23)cc1F	0.7%	x	-8%	1%	3%	-5%	-11	679	u	x	4%
O=C(NC1CCC(CC2CCC(NC(=O)C(Cl)Cl)CC2)CC1)C(Cl)Cl (centres undefined)	0.1%	x	-14%	26%	15%	4%	11	791	i	0.3	-10%
Nc1nnc(CC(=O)N/N=C/c2ccc(-c3ccc(Cl)cc3Cl)o2)s1	-3.3%	x	-7%	37%	22%	-35%	16	626	i	0.6	2%
O=C(NC(C(=O)c1ccccc1)N1CCOCC1)c1cccs1 (centres undefined)	1.2%	-10%	-10%	-1%	-2%	5%	4	639	i	0.5	-6%
CC(c1ccc(O)cc1)(c1ccc(O)cc1)c1ccc(CCBr)cc1	3.7%	x	-7%	6%	3%	6%	-1	412	i	16	2%
COc1ccc([C@H]2[C@H](C(C)=O)N3N=Cc4ccccc4C3C23C(=O)OC(C)(C)OC3=O)cc1 (some centres undefined)	1.5%	-6.6%	0%	0%	-7%	14%	-13	663	i	0.4	4%

Source: PubChem
